Compound activity (PubChem BioAssay)
LMNA splice mod = qHTS Assay for Modulators of Lamin A Splicing | HeLa LMNA splicing GFP/RFP minigene ratio, 48 h | Potency, µM (series often up to 46.1 µM), without a hit: top-dose ratio change, negative = inhibition, most hits filed as inhibitors | hit rate 0.01% among 200,000; active means well fitted inhibition curve with a large enough effect in the signal ratio, with a control signal flat, not every such curve was filed as active; inconclusive means small, poorly fitted or top-dose-only effect, or effect the other way, or a change in a side signal; the % refers to the signal ratio; further: potency means the concentration at half of the fitted maximal effect; on the % scale 0 is the no-effect control and ±100 the full control effect
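Read-out is the ratio of GFP to DsRed2 object intensity, acquired by 488 nm laser-scanning cytometry on HeLa lamin A-EGFP minigene reporter cells. Compound incubation 48 hrs at 37 °C in Opti-MEM with 2% FBS; DMSO 0.5% final.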
GAA spleen mod = qHTS Assay for Inhibitors and Activators of Human alpha-Glucosidase From Spleen Homogenate | Lysosomal alpha-glucosidase (Homo sapiens), P10253 | human spleen homogenate, 4-MU-alpha-glucoside fluorescence | Potency, µM (titrated, usually from 79.9 µM), inactives show at the top dose activity change, negative = inhibition, most hits filed as inhibitors | hit rate 0.006% among 240,000 | AID 2112, 2009;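 further: potency means the concentration at half of the fitted maximal effect; 0% = enzyme with vehicle and -100% = no enzyme basal signal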
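Compounds were titrated against alpha-glucosidase in spleen homogenate at pH 5.0, with 1 mM 4-methylumbelliferyl substrate for 40 min at 37 C. Reactions were quenched with pH 10 NaOH/glycine and fluorescence measured.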
GAA glycogen mod = qHTS Assay for Inhibitors and Activators of Human alpha-Glucosidase Cleavage of Glycogen. Lysosomal alpha-glucosidase (Homo sapiens), P10253. hit rate 0.38% among 300,000. AID 2100, 2009. Potency, µM (doses to about 76.4 µM), for inactives: at the highest dose activity change, negative = inhibition, actives largely listed as inhibitors. recombinant GAA, glycogen substrate, Amplex Red glucose oxidase fluorescence;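 further: potency means the concentration at half of the fitted maximal effect; 0% = full enzyme reaction and -100% = no-enzyme basal signal; the screen sought inhibitors and activators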
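Recombinant enzyme (4 nM final) with compounds titrated up to 77 uM and bovine liver glycogen (30 ug) in citrate pH 5.0, 0.01% Tween-20, 37 C 40 min. Released glucose detected by Amplex Red/glucose oxidase (Ex 573/Em 610); AC50 from Hill fits.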
HTT ATP protect = qHTS Multiplex Assay to Identify Dual Action Probes in a Cell Model of Huntington: Cytoprotection (ATP). hit rate 0.14% among 230,000. PC12 HTT-Q103 induced, cytoprotection, ATP luminescence, 40 h. Potency, µM (doses to about 56.4 µM), inactives show cytoprotection (ATP increase), hits mostly activators;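 further: potency means the concentration at half of the fitted maximal effect; % of control where 0% means no effect; nearly all actives have a fitted effect of over 45% in size; toxic huntingtin expression switched on by the ecdysone agonist tebufenozide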
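Rat PC12, Q103 Htt exon1-GFP fusion, ecdysone promoter; tebufenozide inducer 100 nM final; compound titration; qHTS, 1500 cells/well; ATPlite luminescent read.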
GAA inhib = qHTS Assay for Inhibitors of Human alpha-Glucosidase as a Potential Chaperone Treatment of Pompe Disease; Lysosomal alpha-glucosidase (Homo sapiens), P10253; purified human GAA, 4-MU-alpha-glucoside fluorescence; Potency, µM (top dose mostly 76.9 µM), inactives show at the top dose activity change, negative = inhibition, most hits filed as inhibitors; hit rate 0.005% among 200,000; AID 1466, 2008;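 further: potency means the concentration at half of the fitted maximal effect; plate controls were uninhibited enzyme wells for no effect and no-enzyme background for full effect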
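Fluorogenic assay: 4 nM human alpha-glucosidase with 400 uM 4-methylumbelliferyl-alpha-D-pyranoside in 50 mM citrate/phosphate, 0.005% Tween-20, pH 5.0, 20 min at room temperature. Compounds tested up to 77 uM; AC50 from Hill fits.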
CBFb RUNX1 block = qHTS Assay for Compounds Blocking the Interaction Between CBF-beta and RUNX1 for the Treatment of Acute Myeloid Leukemia; Potency, µM (top dose mostly 59.8 µM), without a hit: at the highest dose activity, negative = inhibition, actives largely listed as inhibitors; AlphaScreen CBFb-His/RUNX1-biotin binding, biochemical; 230,000 tested, under 10 active; further: % of control where 0% means no effect
Target sequence (Q01196 whole entry, looked up): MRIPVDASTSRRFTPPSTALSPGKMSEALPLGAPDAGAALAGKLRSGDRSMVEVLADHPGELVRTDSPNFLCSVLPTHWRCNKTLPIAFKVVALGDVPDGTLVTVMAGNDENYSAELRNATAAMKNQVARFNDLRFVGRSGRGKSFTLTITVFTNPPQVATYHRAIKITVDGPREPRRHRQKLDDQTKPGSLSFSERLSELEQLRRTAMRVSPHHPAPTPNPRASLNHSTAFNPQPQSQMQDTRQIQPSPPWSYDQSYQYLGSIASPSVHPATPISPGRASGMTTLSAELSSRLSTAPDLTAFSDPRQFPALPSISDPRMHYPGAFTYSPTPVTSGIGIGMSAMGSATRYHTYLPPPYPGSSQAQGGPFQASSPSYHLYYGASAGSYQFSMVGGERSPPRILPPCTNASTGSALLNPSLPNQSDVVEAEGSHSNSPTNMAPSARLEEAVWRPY
Target sequence (Q13951 whole entry, looked up): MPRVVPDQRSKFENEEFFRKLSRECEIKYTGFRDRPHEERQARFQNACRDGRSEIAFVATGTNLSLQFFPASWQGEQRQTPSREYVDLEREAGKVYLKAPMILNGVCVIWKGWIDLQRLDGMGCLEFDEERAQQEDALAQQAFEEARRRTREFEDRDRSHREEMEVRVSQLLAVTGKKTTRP
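Interaction loss through any mechanism counts as activity. Pre-formed complex of His-CBF-beta and biotin-RUNX1 (30 nM apiece) is incubated with compound 15 min, then with 50 ng nickel and 50 ng streptavidin beads for 90 min before AlphaScreen detection.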
HttQ103 aggreg = qHTS Multiplex Assay to Identify Dual Action Probes in a Cell Model of Huntington: Aggregate Formation (GFP). PC12 HttQ103-GFP aggregates, Acumen cytometry, 40 h. Potency, µM (highest dose often 46.1 µM), for inactives: at the top dose activity change, negative = inhibition, actives largely listed as inhibitors. hit rate 1.1% among 220,000. AID 1688, 2009; further: potency means the concentration at half of the fitted maximal effect; on the % scale 0 is the no-effect control and ±100 the full control effect; nearly all actives have a fitted effect of over 60% in size
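Using laser scanning cytometry, GFP-positive aggregates were counted after lysis of PC12 cells induced with 100 nM tebufenozide to express HTT exon 1 Q103–GFP. Compounds were tested in titration.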
Active calls of the source: *; ? = inconclusive; . = not tested or not shown; [ ] = dose if it differs, or a comment. Unless noted, the call rests on the fitted dose curve; in most records, active means well fitted curve in the direction sought with a large enough effect; inconclusive means small, poorly fitted or top-dose-only effect, or another doubt; inactive means no such curve, though single readings can be large; an effect the other way counts as inactive or inconclusive.

canonical_smiles	LMNA splice mod	GAA spleen mod	GAA glycogen mod	HTT ATP protect	GAA inhib	CBFb RUNX1 block	HttQ103 aggreg
Cn1c(SCC(=O)Nc2sc3c(c2C#N)CCC3)nnc1C1COc2ccccc2O1 (stereo not drawn)	?	-9%	0%	6%[10 µM]	-5%	-18%	30%
Cc1ccc(NC(=O)Cc2noc3ccccc23)nc1	1%	4%	3%	.	-7%	-2%	2%
COc1ccc(CNC(=O)c2noc(C)c2[N+](=O)[O-])cc1	26%[46 µM]	0%	3%	1%	-5%	0%	11%
CCOc1ccc(NC(=O)CCCCn2c(=O)[nH]c3ccsc3c2=O)cc1	1%[46 µM]	-1%	-2%	0%	0%	-1%	-12%
Cc1ccc(NC(=O)OCc2ccccc2S(C)=O)cc1 (stereo not drawn)	0%[46 µM]	1%	-5%	5%[10 µM]	4%	-4%	-18%
COc1cc(/C=N/NC(=O)/C(=C/c2ccccc2)CCO)ccc1O	-2%	-3%	?	28%[1.9 µM]	-8%	1%	2%
CCOC(=O)N1CC(=O)Nc2ccc(Br)cc2C1c1ccccc1 (stereo not drawn)	.	-10%	-1%	?	.	8%	-13%[9.22 µM]
N=c1c2c(-c3ccccc3)c(-c3ccccc3)n(Cc3ccco3)c2ncn1Cc1ccccc1	?	-17%	7%	-115%[inhibitor]	-8%	-12%	?
COc1ccc(N2CCN(S(=O)(=O)c3ccc4c(c3)CCCC4)CC2)c([N+](=O)[O-])c1	0%	-5%	-8%	-22%	-10%	?	?
COC(=O)C1=C(C)NC(=O)C1(NS(=O)(=O)c1ccc(NC(C)=O)cc1)C(F)(F)F (stereo not drawn)	-1%	-7%	2%	-69%[inhibitor][10 µM]	-2%	5%	?
COc1ccc2[nH]cc(CCO)c2c1	.	4%	.	-10%	.	-1%	.
COc1cc(NS(=O)(=O)c2ccc(NC(=S)NC(=O)CC(C)C)cc2)nc(OC)n1	-6%	-1%	0%	18%[10 µM]	4%	5%	23%
CCCCOC(=O)c1nnc(-c2ccccc2)o1	.	-1%	6%	2%[10 µM]	.	1%	-18%[9.22 µM]
CCOC(=O)NC1(C(F)(F)F)C(=O)NC(C)=C1C#N (stereo not drawn)	-9%	-7%	7%	3%[10 µM]	-1%	3%	-10%
C=CCn1c(SCC(=O)Nc2cc(OC)c(NC(=O)c3ccco3)cc2OC)nnc1-c1ccncc1	-2%	7%	2%	8%[10 µM]	2%	-5%	-10%
CCOC(=O)c1c(O)c(O)c(C(=O)OCC)n1-c1ccccc1	-12%[46 µM]	2%	?	1%[10 µM]	7%	3%	14%[9.22 µM]
CCC(=O)OC1(C)C(=O)C=C2C=C(/C=C/COC)OC=C2C1=O (stereo not drawn)	.	1%	.	-20%	.	0%	.
COc1ccc(CNC(=O)C2CC(c3ccc(C(F)(F)F)cc3)=NO2)cc1 (stereo not drawn)	.	5%	4%	-17%[10 µM]	.	5%	4%[9.22 µM]
O=C(O)C1CC=CCC1C(=O)NCc1ccc2c(c1)OCO2 (stereo not drawn)	-10%	3%	3%	-5%[10 µM]	3%	-1%	3%
Cc1cccc(N2CCN(C(=O)CCN3C(=O)C4C5C=CC(C5)C4C3=O)CC2C)c1 (stereo not drawn)	.	-16%	1%	-32%[inhibitor]	0%	3%	-3%
COc1cccc(NC(=O)c2ccccc2C(F)(F)F)c1	7%[46 µM]	3%	-7%	.	-14%	4%	.
COc1ccc(-c2nnc3ccc(SCC(=O)Nc4nc5ccccc5s4)nn23)cc1OC	-3%	-10%	-2%	-24%[10 µM]	-4%	-3%	3%
CC(=O)Oc1cccc(N2C(=O)c3ccc(C(=O)Nc4cccnc4)cc3C2=O)c1	.	-4%	-3%	-27%	-2%	-1%	3%
COc1ccc(CCn2c(=N)c(C(=O)NCc3ccco3)cc3c(=O)n4ccccc4nc32)cc1	-9%	-5%	3%	-54%[inhibitor]	0%	-4%	7%
Cc1ccc(NC(=O)CSc2nnc(N)s2)c([N+](=O)[O-])c1	3%[46 µM]	-2%	-3%	-9%	1%	3%	13%
Cc1cc(C)c[n+](CC(=O)c2cc3ccccc3oc2=O)c1	5%	-13%	0%	2%	8%	0%	-14%
O=C(c1ccc2ccccc2c1)C1CCCN(C(=O)c2noc3c2CCCC3)C1 (stereo not drawn)	.	-2%	-11%	.	-1%	-2%	.
CCOC(=O)C1=C(C)NC(=O)NC1c1ccc(OCC(=O)Nc2ccccc2)c(OC)c1 (stereo not drawn)	-6%	-10%	1%	-4%[10 µM]	-5%	17%	9%
Cc1ccc(-n2cc(CNCC3CC(=O)N(C4CC4)C3)c(-c3cccc(C)c3)n2)cc1 (stereo not drawn)	.	-2%	-5%	-6%[10 µM]	.	4%	22%[9.22 µM]
Cc1ccc(-c2noc(-c3cccs3)n2)cc1	?	-12%	-4%	-23%	4%	17%	-19%

2 compounds from above, limited to CBFb RUNX1 block and GAA inhib:
SMILES,CBFb RUNX1 block,GAA inhib
CCC(=O)OC1(C)C(=O)C=C2C=C(/C=C/COC)OC=C2C1=O (stereo not drawn),0%,.
COc1ccc(CNC(=O)C2CC(c3ccc(C(F)(F)F)cc3)=NO2)cc1 (stereo not drawn),5%,.

Remaining list, next part
canonical_smiles	LMNA splice mod	GAA spleen mod	GAA glycogen mod	HTT ATP protect	GAA inhib	CBFb RUNX1 block	HttQ103 aggreg
Cc1cc(NCCCn2ccnc2)n2c(nc3ccccc32)c1C#N	5%	12%	-3%	-4%	?	8%	-8%
Cc1nnc(Sc2nc3c(c(=O)[nH]c(=O)n3C)n2Cc2ccccc2)s1	.	1%	9%	3%[10 µM]	.	2%	9%[9.22 µM]
CC(=O)Nc1ccc(N=Cc2ccc[nH]2)cc1	-2%	1%	-5%	2%	-2%	6%	7%
CN(C)c1cccc(C(=O)N2CCCC(C(=O)c3cc(F)ccc3F)C2)c1 (stereo not drawn)	-5%[46 µM]	5%	-2%	-8%[10 µM]	-3%	-5%	-11%[9.22 µM]
COCCCNC(=O)CCC(=O)Nc1ccc2nc(N3CCOCC3)cc(C)c2c1	11%	15%	12%	-12%	?	2%	0%
CCOC(=O)CNc1ncnc2nc[nH]c12	-3%	-17%	3%	17%[10 µM]	2%	10%	-21%
CC(NC(=S)NC1CCCCC1)C(c1cccs1)N1CCOCC1 (stereo not drawn)	.	9%	1%	14%[10 µM]	.	4%	-24%[9.22 µM]
CCOC(=O)COc1ccc2c(c1)C(=O)CC1(CCN(C(C)=O)CC1)O2	0%	10%	7%	-6%[0.074 µM]	?	2%	-14%
COc1ccc(C(=O)NCC(=O)OCC(=O)N(C)c2ccccc2)cc1	.	4%	0%	14%[10 µM]	.	9%	-10%[9.22 µM]
CCOC(=O)C1C(=O)NC(c2ccccc2)=NC1c1ccc(C(C)C)cc1 (stereo not drawn)	7%	0%	-8%	-9%	-3%	6%	-13%
Cc1occc1C(=O)OCC(=O)Nc1ccc(F)cc1	-4%	2%	4%	1%	-8%	0%	2%
O=C(CN1CCOCC1)Nc1nc2ccc(F)cc2s1	10%	3%	4%	-11%	-2%	4%	16%[9.22 µM]
O=C(Nc1ccccn1)C(NS(=O)(=O)c1cccc2nsnc12)c1ccccc1 (stereo not drawn)	18%	-2%	1%	-47%[inhibitor][10 µM]	-1%	1%	?
CCN(CC)CCOC(=O)c1ccc(N/C=C(/C#N)c2nc(-c3ccc(OC)c(OC)c3)cs2)cc1	.	-9%	0%	-7%[10 µM]	.	?	4%[9.22 µM]
Cc1occc1C(=O)N/N=C/c1ccccc1[N+](=O)[O-]	.	-1%	7%	-2%[10 µM]	.	-2%	10%[9.22 µM]
O=C(O)c1cccc(S(=O)(=O)Nc2cc(Cl)ccc2Cl)c1	.	-14%	3%	-4%[10 µM]	.	-2%	-20%[9.22 µM]
OCC1CCCN(C(=S)Nc2ccc(OC(F)F)cc2)C1 (stereo not drawn)	-7%	-7%	12%	-15%[10 µM]	3%	3%	?
CCOC(=O)c1nnc(-c2cccs2)nc1NC(C)C	5%	-8%	6%	-12%	-2%	-5%	1%
COc1cc(C(=S)N2CCOCC2)ccc1O	.	-14%	-30%	?	4%	5%	-5%
Cc1c(C(N)=O)sc2nc(-c3ccccc3)cn12	11%	-8%	13%	-24%	-10%	0%	2%
Fc1ccc(C(c2nnnn2Cc2cccs2)N2CCN(C3CCCCC3)CC2)cc1 (stereo not drawn)	4%	1%	0%	16%	-14%	-2%	-5%
O=C(Nc1cc(Sc2ccccn2)cc([N+](=O)[O-])c1)c1ccc(Cl)cc1	2%	-5%	-9%	-17%	-4%	-9%	-32%
Cc1ccc2nc(SCC(=O)NC(=O)NCc3ccco3)[nH]c2c1	-4%	-4%	-2%	7%[10 µM]	0%	6%	2%
CCc1c(C#N)c(SCCC(=O)Nc2ccc(F)cc2)nc2c1C(=O)CC(C)(C)C2	?	-5%	-10%	-6%	-6%	7%	-15%
NC(=O)NC(=O)COC(=O)c1ccc2c(c1)C(=O)N(Cc1ccccc1)C2=O	-3%[46 µM]	5%	10%	19%[10 µM]	-4%	16%	6%[9.22 µM]
CC(=O)c1cc(F)c(N2CCN(C(=O)COc3ccc(F)cc3)CC2)cc1C	?	-8%	6%	14%[10 µM]	-6%	-6%	?
O=C1OCCC1Sc1nnc(-c2ccco2)o1 (stereo not drawn)	-4%	-4%	1%	-13%[0.074 µM]	-3%	-2%	-6%
Cc1ccc(-n2nnc(-c3cnc4ccccc4c3)n2)cc1	.	-2%	-1%	-45%[inhibitor][10 µM]	.	6%	2%[9.22 µM]
